# High-throughput results as filed in PubChem BioAssay.
# HADH2 inhib: HADH2 (human) dehydrogenase inhibition. Potency, µM (doses to about 57.1 µM), for inactives: at the highest dose activity change, negative = inhibition, usual class: inhibitors. 73,000 tested, 3.4% active. recombinant HADH2, NADH fluorescence, beta-hydroxybutyryl-CoA. Q99714; further: potency means the concentration at half of the fitted maximal effect; on the % scale 0 is the no-effect control and ±100 the full control effect; nearly all actives have a fitted effect of over 60% in size; many of its hits are not listed in these tables
#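 NADH fluorescence (ex 360/em 450 nm) read every 30 s for 4 min; activity taken as last-minus-first time point difference. Enzyme 20 nM, NAD+ 1 mM, beta-hydroxybutyryl-CoA 90 uM, pH 9.0 Tris buffer.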
# ERK AVP inh: vasopressin-driven ERK pathway inhibition. HEK293-V1b, vasopressin-stimulated pERK AlphaScreen. Potency, µM (highest dose often 57.5 µM), for the others: at the top dose activity, negative = inhibition, actives largely listed as inhibitors. 72,000 tested, 0.99% active; further: potency means the concentration at half of the fitted maximal effect; on the % scale 0 is the no-effect control and ±100 the full control effect; nearly all actives have a fitted effect of over 55% in size
#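 HEK293 cells stably expressing V1b receptor, preincubated 30 min at 37 °C with compound, then stimulated 5 min with 25 nM vasopressin. Phospho-ERK by AlphaScreen SureFire after 5 h RT; normalized to DMSO and vasopressin; AC50 by Hill fit.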
# Caspase-1 inhib: caspase-1 (human) inhibition, allosteric or competitive; P29466; Caspase-1 enzyme, Ac-WEHD-AFC fluorogenic rate; Potency, µM (series often up to 57.5 µM), inactives show at the top dose activity change, negative = inhibition, actives largely listed as inhibitors; 75,000 tested, 0.03% active; AID 900;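 further: potency means the concentration at half of the fitted maximal effect; plate controls were vehicle for no effect and no substrate for full effect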
# Tau fil binding: tau filament binding | P10636 | recombinant tau filaments, thioflavin S fluorescence, 15 h; filaments grown with octadecylsulfate alongside compound | Potency, µM (top dose mostly 57.1 µM), for inactives: top-dose activity change, negative = inhibition | 71,000 tested, 2% active | AID 596;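 further: potency means the concentration at half of the fitted maximal effect; on the % scale 0 is the no-effect control and ±100 the full control effect; actives lower thioflavin S fluorescence by blocking filaments or displacing dye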
#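 His-tagged recombinant human tau (exons 2, 3 and 10 included), 1 uM, was induced to fibrillize by 30 uM sodium octadecylsulfate with compound present. After 15 h at 37 C, thioflavine S fluorescence (ex 450, em 510 nm) was read.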
# TexasRed autofl: compounds fluorescent in Texas Red spectral region; AID 587; 59,000 tested, 0.06% active; max dye-equivalent concentration, M; Compound fluorescence, Texas Red channel, 547/618 nm; stronger effect = higher value; in the data active means max dye-equivalent concentration above about 10 nM; inconclusive means between about 1.1 nM and that limit
#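 qHTS profiling of intrinsic compound fluorescence; 100 mM Tris pH 8.0; 15 min RT; ex 547 / em 618 nm; response expressed as Texas Red dye-equivalent concentration from six-point plate standard.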
# FLuc inh: inhibitors of firefly luciferase | P08659 | purified firefly luciferase, luminescence, 8 min | AID 411 | Potency, µM (top dose mostly 57.1 µM), inactives show top-dose activity change, negative = inhibition, actives largely listed as inhibitors | 72,000 tested, 2.2% active; further: potency means the concentration at half of the fitted maximal effect; on the % scale 0 is the no-effect control and ±100 the full control effect; nearly all actives have a fitted effect of over 40% in size
#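 Inhibition of light generation by firefly luciferase from ATP and luciferin was profiled with concentration-response curves per sample, ATP held at 10 uM within the enzyme's linear range. Plates were read by luminescence after an 8-minute ambient incubation.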
# Rhodamine autofl: compound fluoresces in the rhodamine spectral region | Rhodamine-region fluorescence, 547/598 nm, Tris buffer; stronger effect = higher value | 59,000 tested, 0.05% active | max dye-equivalent concentration, M; in the data active means max dye-equivalent concentration above about 11 nM; inconclusive means between about 1.1 nM and that limit
#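 Compound fluorescence in 100 mM Tris, pH 8.0, read after 15 min at room temperature with 547 nm excitation and 598 nm emission. Output is dye-equivalent concentration from an on-plate rhodamine standard series.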
# Caspase-7 inhib: allosteric or competitive inhibitors of human caspase-7; P55210; recombinant caspase-7, Ac-DEVD-AFC fluorescence rate; Potency, µM (doses to about 57.5 µM), for the others: at the highest dose activity change, negative = inhibition, usual class: inhibitors; 75,000 tested, 0.02% active; AID 889; active means well fitted inhibition curve with a large enough effect in the main read-out, with a control signal flat, not every such curve was filed as active; inconclusive means small, poorly fitted or top-dose-only effect, or a change in a side signal; further: potency means the concentration at half of the fitted maximal effect; % of control where 0% means no effect
# Target sequence (P55210 24-198 limits assumed): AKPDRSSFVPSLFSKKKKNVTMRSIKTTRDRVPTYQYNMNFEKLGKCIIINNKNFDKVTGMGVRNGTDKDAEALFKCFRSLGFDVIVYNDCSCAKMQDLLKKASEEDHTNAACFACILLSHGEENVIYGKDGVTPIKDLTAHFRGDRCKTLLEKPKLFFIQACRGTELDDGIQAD
# Target sequence (P55210 207-303 limits assumed): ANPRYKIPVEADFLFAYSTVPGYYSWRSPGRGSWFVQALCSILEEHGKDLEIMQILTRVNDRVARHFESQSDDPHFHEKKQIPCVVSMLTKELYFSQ
# HEK293 cAMP ctrl: raises cAMP in parental HEK293 cells, TSHR agonist counter-screen. 73,000 tested, 2.5% active. parental HEK293 CNG cAMP sensor, membrane potential fluorescence. Potency, µM (series often up to 57.1 µM), inactives show top-dose activation, hits mostly activators; further: potency means the concentration at half of the fitted maximal effect; % of control where 0% means no effect; nearly all actives have a fitted effect of over 55% in size
#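 Parental HEK 293 cells stably expressing a modified CNG channel (no TSHR) report cAMP rise as membrane depolarization. Membrane potential dye with 100 uM RO 20-1724 was loaded for 60 min at room temperature, then compound added for 30 min; fluorescence read at 590 nm.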
# Fluorescein fluor: fluorescein region autofluorescence | Compound autofluorescence, 480/540 nm, fluorescein-equivalent; stronger effect = higher value | max fluorescein-equivalent concentration, M | 59,000 tested, 0.91% active | AID 593; in the data active means max fluorescein-equivalent concentration above about 10 nM; inconclusive means between about 1.1 nM and that limit
#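 Values reflect compound autofluorescence, normalized to fluorescein on the same plate and reported at each tested concentration. Conditions: 100 mM Tris pH 8.0, room temperature, 15 min, excitation 480 nm, emission 540 nm.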
# USP2a inhib: blocks human ubiquitin-specific protease USP2a; 60,000 tested, 0.1% active; USP2a enzymatic assay, qHTS inhibition; O75604; Potency, µM (series often up to 38.3 µM), for inactives: top-dose activity change, negative = inhibition, actives largely listed as inhibitors;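 further: potency means the concentration at half of the fitted maximal effect; nearly all actives have a fitted effect of over 60% in size; plate controls were DMSO for no effect and NEM full inhibition control for full effect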
# Target sequence (O75604 whole entry, looked up): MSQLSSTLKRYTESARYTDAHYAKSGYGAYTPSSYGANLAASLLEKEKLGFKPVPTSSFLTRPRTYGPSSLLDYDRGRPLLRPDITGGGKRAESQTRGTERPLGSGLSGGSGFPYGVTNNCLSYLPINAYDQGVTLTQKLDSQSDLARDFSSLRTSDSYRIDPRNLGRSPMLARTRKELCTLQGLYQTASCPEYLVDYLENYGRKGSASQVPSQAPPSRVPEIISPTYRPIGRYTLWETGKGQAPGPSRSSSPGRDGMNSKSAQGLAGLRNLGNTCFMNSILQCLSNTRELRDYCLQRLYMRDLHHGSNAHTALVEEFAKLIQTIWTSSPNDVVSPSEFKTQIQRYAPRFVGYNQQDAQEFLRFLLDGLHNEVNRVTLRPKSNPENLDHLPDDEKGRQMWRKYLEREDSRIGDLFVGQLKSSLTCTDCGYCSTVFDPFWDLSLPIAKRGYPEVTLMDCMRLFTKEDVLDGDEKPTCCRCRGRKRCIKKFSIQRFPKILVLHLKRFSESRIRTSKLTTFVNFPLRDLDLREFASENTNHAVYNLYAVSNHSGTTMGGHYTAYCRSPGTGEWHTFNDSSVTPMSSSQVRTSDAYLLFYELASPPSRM
#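 20 nM USP2 core + cpd, 30 min RT; add 20 nM Ub-PLA2/20 uM NBD C6-HPC; read Ex460/Em535 at 0 h and 2.5 h. Normalized to NEM; qHTS curve fit/classification.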
# * marks the source's active call; other numbers are inactive results; i = inactive; ? = inconclusive; . = not tested or not shown; [ ] = another dose, or the depositor's remark. Unless noted, the call rests on the fitted dose curve; in most records, active means well fitted curve in the direction sought with a large enough effect; inconclusive means small, poorly fitted or top-dose-only effect, or another doubt; inactive means no such curve, though single readings can be large; an effect the other way counts as inactive or inconclusive. Some of the compounds tested; rates above refer to the full screens.
SMILES,HADH2 inhib,ERK AVP inh,Caspase-1 inhib,Tau fil binding,TexasRed autofl,FLuc inh,Rhodamine autofl,Caspase-7 inhib,HEK293 cAMP ctrl,Fluorescein fluor,USP2a inhib
CNc1nc(CC(C)=O)ns1,-8.9%,6.4%,-1.6%,7.8%,i,2.7%,i,0.5%,1.3%,i,-2.3%
COC(=O)c1cccc(NC(=O)Cc2coc3cc(OC)ccc23)c1,3.9%,?,0.0%,3.1%,?,-16.7%,i,-2.1%,?,?,12.9%
CCOC(=O)N1CCN(Cc2nc3c(c(=O)n(C)c(=O)n3C)n2Cc2ccccc2)CC1,-7.4%,.,0.3%,-11.0%,.,2.2%,.,1.3%,?,.,.
COc1ccccc1CNc1cc(-c2ccc(C(=O)N(C)C)cc2)ncn1,2.9%,-15.1%,-3.7%,0.9%,i,2.6%[2.29 µM],i,-4.8%,2.3%,i,31.1%[activator]
CO[C@@H]1COC(=O)[C@H]2CCCN2C(=O)C/C=C\[C@@H](C)[C@H](OC)COC(=O)[C@H]2CCCN2C(=O)C/C=C\[C@H]1C,-11.0%[11.4 µM],3.2%[11.5 µM],-1.7%[11.5 µM],.,.,0.8%[11.4 µM],.,2.4%[11.5 µM],6.0%[11.4 µM],.,.
CC1(C)CC2CC(C)(CN2C(=O)CN2C(=O)c3ccccc3C2=O)C1 (configuration not stated),-5.8%,-10.6%,0.2%,-1.0%,i,1.4%,i,0.3%,11.3%,i,2.9%
CC(C)(Oc1ccc(Cl)cc1)C(=O)Nc1ccc2oc(-c3ccncc3)nc2c1,4.8%,?,-1.7%,37.0%,i,0.2%,i,-1.8%,?,i,31.5%[activator]
CCOC(=O)c1[nH]c(C)c(C(=O)N2CCN(C(=O)OCC)CC2)c1CC,11.6%,20.0%,0.4%,-3.9%,i,0.2%,i,2.6%,-6.3%,i,9.6%
CN(C)c1nc(-c2ccccc2C(F)(F)F)nc2ccccc12,10.4%,-17.3%,-5.0%,8.3%,i,-1.3%[2.29 µM],i,-5.0%,27.2%,i,-12.4%
COc1ccc(N2CCN(C(=O)CCn3nnc4ccccc43)CC2)cc1,-14.2%,2.7%,3.4%,-2.0%,?,4.0%,i,7.3%,-7.9%,i,-5.5%
CCCN1C(=O)C(O)(CC(=O)c2cccc(OC)c2)c2ccccc21 (configuration not stated),14.4%,-7.6%,1.0%,1.3%,i,0.2%,i,-1.1%,3.6%,i,5.9%
O=C(CC(c1ccccc1)c1cc(Cl)ccc1O)N1CCOCC1 (configuration not stated),12.9%,-3.5%,0.3%,1.8%,i,3.7%,i,-1.0%,-1.5%,i,-2.1%
C[N+]1(NCC[N@@+]2(C)CCc3ccccc3C2)CCCCC1,-8.5%[11.4 µM],5.5%[11.5 µM],-1.5%[11.5 µM],14.3%[11.4 µM],i,1.9%[11.4 µM],i,-2.1%[11.5 µM],3.8%[11.4 µM],i,.
CC(=O)NC(CCS(C)(=O)=O)C(=O)Nc1ccccc1C (configuration not stated),1.6%,4.2%,-0.7%,10.0%,i,1.1%,i,-0.2%,1.0%,?,-3.2%
Cc1ccc(C(=O)Nc2nc3ccccc3c(=O)s2)cc1,-20.4%,5.0%,-2.7%,-1.4%,i,?,i,-0.7%,11.9%,i,8.7%
COc1cc(OC)cc(-c2nnc(SCc3c(F)cccc3Cl)o2)c1,-3.1%,27.7%,-1.9%,-0.3%,i,-0.7%,i,4.2%,16.4%,i,-15.6%
COc1ccc(C2CC(C(F)(F)F)n3nc(C(=O)NCc4cn(C)nc4C)c(Cl)c3N2)cc1 (configuration not stated),-1.8%,-14.3%,0.4%,-0.8%,i,0.8%,i,-0.3%,6.2%,i,24.3%
CC(C)C(=O)Nc1ccc(N2CCN(C(=O)c3cccs3)CC2)cc1,1.3%,-2.1%,-4.1%,-10.4%,?,0.3%,i,1.6%,-5.1%,i,8.9%
CS(=O)(=O)N(CC(=O)NCC1CCCO1)c1ccc(F)c(Cl)c1 (configuration not stated),-0.4%,-19.1%,-0.3%,50.0%,i,-2.0%,i,-1.0%,4.7%,i,-3.4%
O=C(CSc1nnc(-c2cccs2)n1-c1ccccc1)N1CCCC1,7.9%,-11.6%,0.0%,16.8%,i,1.3%,i,-2.3%,3.0%,?,-3.1%
Cc1ccccc1-c1cncnc1N(C)Cc1ccco1,?,-3.7%,-3.0%,9.8%,i,1.9%[2.29 µM],i,-3.9%,0.5%,?,0.3%
Cc1cccc(-n2nnnc2SC(C)C(=O)NCCC2=CCCCC2)c1 (configuration not stated),-6.0%,-5.9%,-5.7%,5.9%,i,1.6%,i,-5.1%,12.6µM*,i,-3.5%
O=C1N=C(N2CCOCC2)S/C1=C1\C(=O)N(Cc2ccccc2)c2ccccc21,1.7%,-5.3%,-0.5%,-5.3%,.,-17.8%,.,-1.5%,-11.9%,.,-8.0%
CC(C)Cn1c(-c2ccc(F)cc2)n[nH]c1=S,?,-11.3%,-1.6%,-11.3%,i,3.3%,i,0.7%,3.9%,i,3.0%
O=S(=O)(NCC1CCCO1)c1ccc(Oc2ccccc2)cc1 (configuration not stated),-4.4%,9.1%,0.5%,-7.3%,i,0.0%,i,-0.1%,24.7%,i,2.8%
C=C(C)C(O)/C=C/CCCCCCC (configuration not stated),13.0%[11.4 µM],20.5%[11.5 µM],-0.7%[11.5 µM],.,.,.,.,-2.5%[11.5 µM],9.3%[11.4 µM],.,.
O=c1[nH]c(=S)[nH]c2c1CN(CCCN1CCOCC1)CN2,1.8%[11.4 µM],15.4%[11.5 µM],-3.5%[11.5 µM],3.6%[11.4 µM],i,1.7%[11.4 µM],i,0.6%[11.5 µM],0.5%[11.4 µM],?,.
COc1c(Br)cc2c(C)c(C(=O)O)oc2c1Br,8.3%,-3.4%,-1.0%,1.4%,.,0.2%,.,-6.4%,17.7%,.,-4.9%
C=CCn1c(SCC(N)=O)nnc1-c1cccc(Br)c1,8.7%,-11.0%,-5.5%,-0.3%,i,2.0%,i,-1.0%,-0.7%,?,-5.4%
c1ccc2c(c1)oc1c(Nc3ccc4c(c3)OCO4)ncnc12,-10.4%,-29.0%,-5.3%,-7.7%,i,-3.5%,i,-5.8%,-4.4%,i,14.8%
O=C1CCCc2c1cc(C(=O)NCc1ccco1)c(=O)n2-c1ccccc1,5.0%,6.6%,0.0%,4.7%,i,2.5%,i,4.7%,3.1%,i,-1.4%
c1nc(NCCN2CCOCC2)c2c3c(sc2n1)CCCCC3,-4.8%,-19.2%,1.0%,-3.3%,?,0.7%,i,-1.8%,?,i,7.9%
CCOC(=O)c1c(C)n(O)c2ccc(Cl)cc2c1=O,?,-15.0%,?,2.1%,.,0.4%,.,-26.2%,?,.,-5.3%
CNc1cc(-c2ccccc2C(F)(F)F)ncn1,-2.5%,2.2%,-4.1%,-4.7%,i,-12.3%[2.29 µM],i,-2.5%,8.2%,?,-2.8%
COC(=O)c1ccccc1NC(=O)c1noc2c1CC(C(C)(C)C)CC2 (configuration not stated),-1.5%,15.7%,2.5%,15.1%,i,0.0%,i,-0.2%,?,i,10.4%
Cc1ccccc1-c1cc(Nc2ccccc2)ncn1,10.9%,?,0.6%,1.2%,i,1.9%[2.29 µM],i,-4.6%,?,i,17.1%
CCCn1c(N2CCN(CC(=O)c3c(C)n(C)c4ccccc34)CC2)nc2c1c(=O)[nH]c(=O)n2C,9.0%,?,-0.1%,28.3%,i,1.4%,i,3.8%,5.1%,i,47.5%[activator]
C=CCn1c(SCc2ccccc2C#N)nnc1-c1cc(Br)ccc1O,5.8%,?,-2.8%,12.5%,?,-3.8%,i,-2.9%,?,i,31.8%[activator]
COc1ccc(N2C(=O)C3CCCN3C2c2cccc(C)c2)cc1Cl (configuration not stated),8.3%,12.5%,-9.0%,-7.4%,i,1.1%,i,0.4%,11.5%,i,9.6%
O=C(CSc1nnnn1-c1ccccc1)N1CCc2ccccc2C1,8.5%,-18.8%,-0.9%,80.5%,i,-1.0%,i,0.6%,15.8µM*,i,-4.6%
CCOc1ccc(-c2noc(COC)n2)cc1OC,4.6%,?,0.7%,0.5%,?,-1.2%,i,0.5%,-1.5%,i,2.8%
Cn1cnnc1SCC(=O)Nc1ccccc1C(=O)NC1CCCC1,-0.2%,6.9%,-0.5%,-3.3%,i,4.5%,i,1.0%,0.5%,?,-4.8%
Cc1ccc(S(=O)(=O)N(CC(=O)N2CCC(C(N)=O)CC2)Cc2ccc(F)cc2)cc1,-0.6%,-1.8%,5.8%,4.2%,.,-6.4%,.,-0.2%,2.2%,.,6.3%
